High-throughput results from PubChem.
Vif-APOBEC3F blk – inhibitors of Vif-A3F interaction | 390,000 compounds, 0.2% hits | Potency, µM (doses to about 46.1 µM), without a hit: at the top dose activity, negative = active | AID 602313 | HeLa A3F-eYFP + Vif (tagged APOBEC3F with the HIV-1 protein that degrades it), YFP fluorescence increase; note: % of control where 0% means no effect; nearly all actives have a fitted effect of over 65% in size
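HeLa cells stably expressing Vif plus C-terminally eYFP-tagged A3F were seeded, incubated overnight at 37 deg C, dosed with compound, incubated overnight again at 37 deg C. Yellow fluorescence (Ex 488/Em 500-530) reported blocked Vif-mediated A3F-eYFP degradation.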
TrxR1 substrate – rat thioredoxin reductase 1 substrate activity | Potency, µM (doses to about 114 µM), inactives show at the top dose activity change, negative = substrate turnover | purified TrxR1 substrate turnover, NADPH consumption readout | 390,000 compounds, 0.01% hits | O89049 | AID 588456; note: % is set by controls: 0 for no effect and ±100 for the full control effect; nearly all actives have a fitted effect of over 50% in size
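Rat TrxR1, dispensed at 90 nM, was prereduced with 400 uM NADPH (final) for 5 min at ~22 deg C, then incubated with compound 15 min before 400 uM selenite. A first-read NADPH fluorescence drop versus no-compound background flagged substrates.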
rTrxR1 inhibitor – rat TrxR1 inhibition; 390,000 compounds, 1% hits; Potency, µM (top dose mostly 114 µM), inactives show at the highest dose activity change, negative = inhibition, usual class: inhibitors; O89049; recombinant rTrxR1, NADPH fluorescence consumption, selenite substrate; note: % is set by controls: 0 for no effect and ±100 for the full control effect; nearly all actives have a fitted effect of over 65% in size
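Rat TrxR1 (90 nM in the dispensed reagent) was pre-reduced with 400 uM NADPH for 5 min at room temperature, then incubated with compound for 15 min. After 400 uM selenite was added, NADPH fluorescence (Ex 340/Em 450 nm) was followed for 8 min.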
12-LOX inh – ALOX12 (human) lipoxygenase inhibition | AID 1671190 | 580,000 compounds, 1.1% hits | purified 12hLO, xylenol orange hydroperoxide absorbance | Potency, µM (highest dose often 108 µM), for the others: at the top dose activity change, negative = inhibition, actives largely listed as inhibitors | P18054; note: % is set by controls: 0 for no effect and ±100 for the full control effect
Target sequence (P18054 whole entry, looked up): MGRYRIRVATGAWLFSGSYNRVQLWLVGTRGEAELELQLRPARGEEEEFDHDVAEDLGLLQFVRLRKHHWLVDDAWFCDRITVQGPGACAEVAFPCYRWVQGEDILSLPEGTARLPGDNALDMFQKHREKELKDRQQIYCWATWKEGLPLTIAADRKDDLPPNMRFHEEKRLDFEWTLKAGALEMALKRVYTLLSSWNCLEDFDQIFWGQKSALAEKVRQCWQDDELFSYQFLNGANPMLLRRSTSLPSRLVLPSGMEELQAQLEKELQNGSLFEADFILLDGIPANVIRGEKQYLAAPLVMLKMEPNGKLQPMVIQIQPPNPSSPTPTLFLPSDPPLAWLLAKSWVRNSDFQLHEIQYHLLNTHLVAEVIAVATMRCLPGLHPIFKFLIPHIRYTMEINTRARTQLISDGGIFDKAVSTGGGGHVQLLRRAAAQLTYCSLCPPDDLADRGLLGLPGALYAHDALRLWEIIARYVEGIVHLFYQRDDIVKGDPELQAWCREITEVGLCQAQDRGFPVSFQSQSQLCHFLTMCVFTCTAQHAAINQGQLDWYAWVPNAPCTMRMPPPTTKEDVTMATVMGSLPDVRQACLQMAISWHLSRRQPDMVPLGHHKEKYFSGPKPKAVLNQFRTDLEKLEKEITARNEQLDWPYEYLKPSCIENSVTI
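Purified human 12hLO (150 nM final) in 25 mM Hepes, 0.01% Triton X-100, pH 7.0 was preincubated 15 min at room temperature with compound. Then 40 uM arachidonic acid was added, 30 min. Hydroperoxide was read by Fe-XO absorbance ratio 573/405 nm.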
USP1 inh – USP1/UAF1 (human) deubiquitinase inhibition; recombinant USP1/UAF1, Ub-Rhodamine cleavage fluorescence; Potency, µM (titrated, usually from 57.1 µM), without a hit: at the highest dose activity change, negative = inhibition, actives largely listed as inhibitors; 390,000 compounds, 0.23% hits; note: % is set by controls: 0 for no effect and ±100 for the full control effect; nearly all actives have a fitted effect of over 60% in size; inactives centre near -12
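USP1/UAF1 complex at 1 nM was preincubated with compound for 15 min at room temperature, then Ub-Rho substrate (150nM final) was added. Fluorescence (480/540 nm) was read kinetically, 6 reads every 60 seconds.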
RGS4 inhibitor – inhibitors of human regulator of G protein signaling 4 | P49798 | Transcreener GDP fluorescence polarization, RGS4-accelerated GTP hydrolysis | Potency, µM (titrated, usually from 114 µM), without a hit: at the highest dose activity change, negative = inhibition, actives largely listed as inhibitors | 390,000 compounds, 0.039% hits; note: % is set by controls: 0 for no effect and ±100 for the full control effect; nearly all actives have a fitted effect of over 75% in size; some results filed as inactive show a strong effect at the top dose
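MLSMR compounds (23 nl, pin-transferred) preincubated 10 min at room temperature with a 500nM (2x) first reagent, then RGS4 at 900nM (2x) plus Transcreener GDP mix added; fluorescence polarization (620/688 nm) read before and after 90 min at 30 °C.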
Vif-APOBEC3G blk – inhibitors of Vif-APOBEC3G interaction | Q9HC16 | HeLa A3G-eYFP + Vif (tagged APOBEC3G with the HIV-1 protein that degrades it), YFP fluorescence, overnight | Potency, µM (titrated, usually from 46.1 µM), inactives show at the highest dose activity, negative = active, hits mostly inhibitors | 410,000 compounds, 0.076% hits;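 note: % is set by controls: 0 for no effect and ±100 for the full control effect; nearly all actives have a fitted effect of over 60% in size; hits raise eYFP signal because A3G escapes Vif-driven loss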
Target sequence (Q9HC16 whole entry, looked up): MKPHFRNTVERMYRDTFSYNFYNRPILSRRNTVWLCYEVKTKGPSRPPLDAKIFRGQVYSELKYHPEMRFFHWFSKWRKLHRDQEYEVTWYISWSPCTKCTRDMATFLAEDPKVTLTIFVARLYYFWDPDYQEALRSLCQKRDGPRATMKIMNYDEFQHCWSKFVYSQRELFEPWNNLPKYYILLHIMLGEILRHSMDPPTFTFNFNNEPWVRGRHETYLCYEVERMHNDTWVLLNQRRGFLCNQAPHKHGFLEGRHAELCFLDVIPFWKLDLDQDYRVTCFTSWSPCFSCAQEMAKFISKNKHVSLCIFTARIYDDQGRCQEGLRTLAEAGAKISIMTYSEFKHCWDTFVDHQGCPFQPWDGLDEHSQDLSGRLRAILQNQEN
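HeLa cells stably expressing Vif and C-terminally eYFP-tagged A3G, seeded overnight at 37 deg C, then exposed to compound by pintool overnight at 37 deg C. Rise in yellow fluorescence (Ex 488/Em 500-530, Acumen) marks blocked Vif-driven A3G degradation.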
IDH1 R132H inh – inhibitors of human mutant IDH1 R132H; O75874; 390,000 compounds, 0.093% hits; Potency, µM (series often up to 76.6 µM), inactives show at the highest dose activity change, negative = inhibition, hits mostly inhibitors; IDH1-R132H enzyme, NADPH consumption, diaphorase/resazurin fluorescence; note: % is set by controls: 0 for no effect and ±100 for the full control effect; nearly all actives have a fitted effect of over 65% in size
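IDH1-R132H (0.5 ug/mL) preincubated 30 min with compound, then NADPH (0.016 mM) and alpha-KG (2 mM) added; 80 min at RT, pH 7.5. Remaining NADPH coupled via diaphorase/resazurin to fluorescence (540/590 nm); concentration-response curves normalized to no-enzyme control.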
RXFP1 ag – activates the human relaxin receptor RXFP1 | Q9HBX9 | HEK293T-RXFP1 cAMP TR-FRET, 30 min; response scale: percent of porcine relaxin response, buffer zero | Potency, µM (series often up to 57.5 µM), for the others: at the top dose activation, most hits filed as activators | 370,000 compounds, 0.3% hits | AID 2676; note: % is set by controls: 0 for no effect and ±100 for the full control effect; nearly all actives have a fitted effect of over 60% in size; many of its hits are not listed in these tables
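HEK293 cells stably expressing RXFP1, treated 30 min at 37C with compounds plus PDE4 inhibitor Ro 20174; cAMP measured by HTRF TR-FRET. Normalized to buffer and 29 nM porcine relaxin; EC50 by Hill fit.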
Active calls of the source: *; ? = inconclusive; / = no result given; [ ] = remark or other dose. Calls come from the whole dose curve; as a rule, active = well fitted curve in the direction sought with a large enough effect; inconclusive = small, poorly fitted or top-dose-only effect, or another doubt; inactive = no such curve, though single readings can be large; an effect the other way counts as inactive or inconclusive. Potency is the fitted concentration of half-maximal effect. These rows are one share of the data; rates above refer to the full screens.

molecule | Vif-APOBEC3F blk | TrxR1 substrate | rTrxR1 inhibitor | 12-LOX inh | USP1 inh | RGS4 inhibitor | Vif-APOBEC3G blk | IDH1 R132H inh | RXFP1 ag
CCN(CC(=O)Nc1c(F)cccc1F)C(=O)c1cc(C)oc1C | 5% | -3% | -4% | -19% | -9% | -22% | 0% | 4% | 1.6%
NS(=O)(=O)c1ccc(NC(=S)NCc2cccs2)cc1 | -37% | 5% | -3%[57.1 µM] | ? | -14% | ? | -5% | -7% | 2.1%
CC(C)CSc1nnc2[nH]c(=O)cc(N)n12 | 5% | 4% | 25% | 412%[activator] | -3% | 3% | -10% | 8% | 2.3%
Cc1cccc(Nc2nc(NCCO)nc(N3CCCC3)n2)c1 | -12% | 2% | 18% | 4% | / | -9% | -2% | / | /
O=C(O)C1CCN(C(=O)c2ccccc2Cl)CC1 | -12% | 4%[57.1 µM] | 21%[57.1 µM] | -12% | -15% | -11% | -4% | 1% | 0.3%
CCOc1ccc(CC(=O)Nc2sc(Cc3ccccc3)cc2C(N)=O)cc1OCC | 2% | -2% | -6% | ? | -12% | ? | 1% | 8% | 17%
COCCCN1C(=O)C(=O)/C(=C(/O)c2ccc(OC)cc2)C1c1cccc(OC)c1 (stereo not given) | 0% | -8% | -6% | -13% | -5% | 10% | 0% | 2% | 12%
CCN1CCN(C(=O)Nc2ccc(Cc3ccc(NC(=O)N4CCN(CC)CC4)cc3)cc2)CC1 | -1% | 4% | 23% | -15% | -5% | -15% | 0% | 2% | -0.1%
CCCOc1cccc(-c2cc(-c3n[nH]c(=S)n3CC)c3ccccc3n2)c1 | -18% | -2% | -22% | ? | -14% | -2% | -4% | 1% | 0.6%
FC(F)(F)c1ccc(Cl)c(-n2c(-c3ccco3)n[nH]c2=S)c1 | 4% | -8% | ? | 0% | -9% | -21% | -6% | -7% | 11%
Cc1ccc(Cn2cc(SCC(=O)Nc3nccs3)c3ccccc32)cc1 | -14% | 3%[57.1 µM] | 15%[57.1 µM] | 6% | 1% | 7% | 0% | 4% | -4.5%
O=C(NC1CCCCC1)c1ccc2c(=O)n(CC3CCCO3)c(=O)[nH]c2c1 (stereo not given) | -9% | 16%[57.1 µM] | 6%[57.1 µM] | 0% | -6% | -8% | -1% | 3% | 0.0%
COc1ccc(C2/C(=C(/O)c3ccccc3)C(=O)C(=O)N2CCCN2CCOCC2)cc1 (stereo not given) | 2% | -2% | 5% | ? | -20% | -12% | -2% | -2% | -3.9%
CCN1C(=O)C(=O)N(CC(=O)Nc2ccccc2Oc2ccccc2)C1=O | -16% | 5% | -12%[57.1 µM] | -13% | 6% | 6% | -1% | -10% | 3.0%
O=C(c1cccc(F)c1)N1CCN(C(=O)c2cc3nc(-c4ccco4)cc(C(F)(F)F)n3n2)CC1 | -5% | 22% | -30% | 8% | -9% | 4% | -1% | -2% | 5.6%
Cc1ccc(NC(=O)c2nsc(Cl)c2Cl)cc1 | -5% | -11% | -18% | 0% | -10% | 17% | 0% | -10% | -1.9%
O=C(c1nc(SCc2ccc([N+](=O)[O-])cc2)n2ccccc12)C(F)(F)F | -3% | -5% | 0% | 0% | -5% | 8% | -9% | -1% | 2.0%
COc1ccc(/C=N/N(C(C)=O)c2nc(-c3ccc(C)cc3)cs2)cc1 | 7% | -2% | 6% | 6% | -12% | 7% | 2% | 6% | 1.0%
CN(C)S(=O)(=O)c1ccc(C(=O)N2CCC(c3nc4ccccc4o3)CC2)cc1 | 5% | -8% | -10% | -14% | -11% | -16% | 0% | 2% | 0.0%
Cn1c(SCC(=O)NCC2CCCO2)nnc1-c1cccc(NC(=O)c2ccccc2F)c1 (stereo not given) | 9% | 5%[57.1 µM] | 21%[57.1 µM] | 26% | -3% | -1% | -1% | -2% | 3.6%
Oc1ccc2cc(Br)ccc2c1CN1CCCC1 | -46% | -1%[57.1 µM] | -9%[57.1 µM] | ? | -6% | -21% | -11% | -9% | 8.2%
S=C(c1cn(Cc2ccc(Br)cc2)c2ccccc12)N1CCOCC1 | -10% | -15% | -8% | ? | 1% | ? | -4% | 7% | 1.6%
COc1cc(NS(=O)(=O)c2ccc3c(c2)oc(=O)n3C)cc(OC)c1OC | -23% | 10%[57.1 µM] | 22%[57.1 µM] | 319%[activator] | -2% | 1% | -28% | -7% | 0.1%
C=CCN(c1ccc(C(=O)NCCSc2ccccc2)cc1)S(C)(=O)=O | 2% | -2% | 7% | -5% | 0% | 10% | -2% | 2% | -0.5%
Cn1c(=O)n(C)c2cc(N3CCOCC3)c(NC(=O)c3c(F)cccc3F)cc21 | 3% | 4% | -2% | 7% | -23% | -40% | -1% | 17% | -3.1%
CCc1ccc(-n2c(=O)c3sc4ccccc4c3n(CC(=O)N(CC)Cc3ccccc3)c2=O)cc1 | 1% | 7% | 19% | -21% | -17% | 12% | 0% | 4% | -1.0%
COc1ccc(NC(=O)NCCCN2CCN(c3ccccc3F)CC2)cc1 | -5% | 44%[activator] | 17% | 3% | -12% | -6% | 4% | 8% | -2.1%
Cc1ccc(CN(C(=O)c2ccc(OCC(C)C)cc2)c2ccccn2)o1 | 0% | -12% | -15% | -1% | -10% | 2% | 4% | -2% | -3.1%
COc1ccc(NC(=O)Cn2nc3n(c2=S)CCC3)cc1 | -2% | -6%[57.1 µM] | 11%[57.1 µM] | 325%[activator] | -20% | -8% | -2% | 10% | 2.1%
CCc1cccc(NC(=O)c2cccc(S(=O)(=O)N3CCN(C)CC3)c2)c1 | -22% | -7%[57.1 µM] | -12%[57.1 µM] | 0% | -1% | 1% | -1% | 0% | -1.9%
COc1ccccc1CNC(=O)c1ccccc1N(C)S(C)(=O)=O | 7% | 4% | 19% | 2% | -13% | 16% | -5% | 5% | -4.3%
CCOC(=O)Cn1c(=O)n(Cc2ccc(OC)cc2)c(=O)c2cccnc21 | -6% | 2% | 16% | 0% | -25% | -21%[56.9 µM] | -2% | -1% | 0.9%
CCOc1ccc(NS(=O)(=O)CC23CCC(CC2=O)C3(C)C)cc1 (stereo not given) | -4% | -4% | 2% | 0% | -12% | 5% | -6% | 4% | 2.2%

Ten entries from above, ordered by SMILES length, ascending.
molecule | Vif-APOBEC3F blk | TrxR1 substrate | rTrxR1 inhibitor | 12-LOX inh | USP1 inh | RGS4 inhibitor | Vif-APOBEC3G blk | IDH1 R132H inh | RXFP1 ag
Oc1ccc2cc(Br)ccc2c1CN1CCCC1 | -46% | -1%[57.1 µM] | -9%[57.1 µM] | ? | -6% | -21% | -11% | -9% | 8.2%
COc1ccc(NC(=O)Cn2nc3n(c2=S)CCC3)cc1 | -2% | -6%[57.1 µM] | 11%[57.1 µM] | 325%[activator] | -20% | -8% | -2% | 10% | 2.1%
CCN(CC(=O)Nc1c(F)cccc1F)C(=O)c1cc(C)oc1C | 5% | -3% | -4% | -19% | -9% | -22% | 0% | 4% | 1.6%
S=C(c1cn(Cc2ccc(Br)cc2)c2ccccc12)N1CCOCC1 | -10% | -15% | -8% | ? | 1% | ? | -4% | 7% | 1.6%
Cc1ccc(Cn2cc(SCC(=O)Nc3nccs3)c3ccccc32)cc1 | -14% | 3%[57.1 µM] | 15%[57.1 µM] | 6% | 1% | 7% | 0% | 4% | -4.5%
C=CCN(c1ccc(C(=O)NCCSc2ccccc2)cc1)S(C)(=O)=O | 2% | -2% | 7% | -5% | 0% | 10% | -2% | 2% | -0.5%
FC(F)(F)c1ccc(Cl)c(-n2c(-c3ccco3)n[nH]c2=S)c1 | 4% | -8% | ? | 0% | -9% | -21% | -6% | -7% | 11%
O=C(NC1CCCCC1)c1ccc2c(=O)n(CC3CCCO3)c(=O)[nH]c2c1 (stereo not given) | -9% | 16%[57.1 µM] | 6%[57.1 µM] | 0% | -6% | -8% | -1% | 3% | 0.0%
O=C(c1nc(SCc2ccc([N+](=O)[O-])cc2)n2ccccc12)C(F)(F)F | -3% | -5% | 0% | 0% | -5% | 8% | -9% | -1% | 2.0%
O=C(c1cccc(F)c1)N1CCN(C(=O)c2cc3nc(-c4ccco4)cc(C(F)(F)F)n3n2)CC1 | -5% | 22% | -30% | 8% | -9% | 4% | -1% | -2% | 5.6%

An excerpt from above in order of the 12-LOX inh value, largest number first.
molecule	TrxR1 substrate	rTrxR1 inhibitor	12-LOX inh	USP1 inh	RGS4 inhibitor
Cc1cccc(Nc2nc(NCCO)nc(N3CCCC3)n2)c1	2%	18%	4%	/	-9%
FC(F)(F)c1ccc(Cl)c(-n2c(-c3ccco3)n[nH]c2=S)c1	-8%	?	0%	-9%	-21%
O=C(O)C1CCN(C(=O)c2ccccc2Cl)CC1	4%[57.1 µM]	21%[57.1 µM]	-12%	-15%	-11%
